KCNQ1 block – human KCNQ1 channel inhibition | CHO-K1 KCNQ1, FluxOR thallium flux fluorescence; hits give high values | B-score at 10 µM | 1.3% of 310,000 active;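 active = compounds whose thallium flux B-score, printed positive for inhibition, exceeds three library SD while starting fluorescence stays within three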;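 also: channel opened by potassium depolarization with thallium stimulus after 20 min compound exposure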
Target sequence (P51787 whole entry, looked up): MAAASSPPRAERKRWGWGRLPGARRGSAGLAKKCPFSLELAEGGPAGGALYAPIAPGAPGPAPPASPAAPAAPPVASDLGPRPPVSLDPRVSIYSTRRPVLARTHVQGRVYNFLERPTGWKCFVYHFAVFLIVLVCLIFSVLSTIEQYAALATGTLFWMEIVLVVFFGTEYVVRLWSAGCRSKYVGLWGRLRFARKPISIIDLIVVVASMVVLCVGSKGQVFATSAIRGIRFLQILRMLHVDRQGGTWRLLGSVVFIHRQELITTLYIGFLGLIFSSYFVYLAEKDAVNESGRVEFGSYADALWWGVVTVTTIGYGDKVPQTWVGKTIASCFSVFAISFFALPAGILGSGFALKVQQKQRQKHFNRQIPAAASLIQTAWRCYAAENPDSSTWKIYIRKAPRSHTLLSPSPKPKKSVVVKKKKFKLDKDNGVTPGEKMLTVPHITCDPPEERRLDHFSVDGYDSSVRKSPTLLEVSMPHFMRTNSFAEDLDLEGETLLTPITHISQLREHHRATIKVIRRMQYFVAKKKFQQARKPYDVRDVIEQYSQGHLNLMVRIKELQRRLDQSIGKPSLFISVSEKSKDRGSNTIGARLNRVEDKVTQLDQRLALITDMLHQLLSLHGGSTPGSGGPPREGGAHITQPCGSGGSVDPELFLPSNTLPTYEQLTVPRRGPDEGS
DYRK1A inh – inhibitors of rat Dyrk1A kinase; ADP-Glo luminescence, NFATc1 peptide; 0.43% of 310,000 active; inhibition, % at 12.5 µM; AID 504441; in the data active = inhibition above about 50%;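 also: plate controls were vehicle with enzyme for no effect and no enzyme for full effect; many of its hits are not listed in these tables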
hERG rescue – shields human hERG channel from block by proarrhythmic agents. Q12809. CHO-hERG, FluxOR thallium flux, dofetilide IC70 present. activation (rescue from dofetilide block), less the hit threshold, % at 10 µM. 0.51% of 310,000 active;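 active = activation above the mean of controls blocked by dofetilide plus 5 SD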;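 also: thallium influx through hERG after potassium depolarization seen as dye fluorescence rise; in these data hits start at about 4.7%; inactives centre near -7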
RGS4 act – potentiators or activators of RGS4; B-score at 10 µM; HEK293 M3R/inducible RGS4, carbachol calcium flux Fluo4; hits give low values; AID 463111; 0.92% of 310,000 active;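 active = B-score of the integrated calcium signal more than 4 SD below the library mean, with starting fluorescence not abnormally high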;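 also: negative B-score means reduced calcium response which marks RGS4 activation or potentiation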
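Detection: kinetic calcium fluorescence imaging with Fluo4-AM dye, 2 µM / Material: HEK293 cells with stable M3R and inducible RGS4 / Schedule: recording 10 s baseline at 1 Hz, 100 s post-agonist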
KCNK3 block – human KCNK3 channel inhibition, primary screen | O14649 | CHO-KCNK3 thallium flux, FluxOR fluorescence; hits give low values | B-score at 10 µM | 0.84% of 340,000 active | AID 602410;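 active = B-score under library mean minus 4 SD, starting fluorescence ratio at most library mean plus 5 SD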;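 also: more negative B-score means stronger inhibition of thallium flux through KCNK3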
KCNQ1 pot – potentiates or activates the human KCNQ1 potassium channel; P51787; CHO-K1 KCNQ1, thallium flux FluxOR fluorescence; hits give high values; B-score at 10 µM; 0.35% of 310,000 active;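 active = fluorescence ratio B-score, a plate-corrected score, at least three library SD, with initial intensity B-score within 5 SD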
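assay system = CHO-K1 cells stably expressing KCNQ1 | medium = assay buffer, equal DMSO in all wells | timing = 37 °C overnight plating, 90-min dark dye load, 20-min compound pretreatment | measured by = kinetic FluxOR thallium fluorescence, 10-s 1-Hz baseline, 110-s post-stimulus read | measure = fluorescence change relative to baseline, converted to B score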
GSK3B inh – inhibitors of human GSK3beta kinase | P49841 | GST-GSK3beta kinase, ADP-Glo luminescence, 60 min; hits give low values | activity score (negative = inhibition), % at 10 µM | 0.038% of 300,000 active;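 active = more than half of replicate wells score below -50%, meaning over 50% inhibition versus plate controls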;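 also: 0% = median DMSO wells and -100% = median GW8510 positive control wells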
Target sequence (P49841 whole entry, looked up): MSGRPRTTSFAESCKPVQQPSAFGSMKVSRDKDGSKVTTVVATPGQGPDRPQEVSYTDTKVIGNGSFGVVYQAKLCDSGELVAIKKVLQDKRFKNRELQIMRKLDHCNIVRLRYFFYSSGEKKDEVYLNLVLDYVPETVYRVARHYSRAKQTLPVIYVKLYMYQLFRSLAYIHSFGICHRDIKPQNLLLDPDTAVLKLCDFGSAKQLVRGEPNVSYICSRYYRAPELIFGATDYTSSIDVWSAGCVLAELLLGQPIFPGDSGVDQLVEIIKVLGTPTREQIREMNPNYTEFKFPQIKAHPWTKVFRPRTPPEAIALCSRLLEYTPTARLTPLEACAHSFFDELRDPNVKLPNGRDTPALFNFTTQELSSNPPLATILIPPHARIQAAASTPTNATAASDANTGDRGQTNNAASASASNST
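test system = GST-tagged human GSK3beta kinase, cell-free | reagent = 25 µM ATP with peptide substrate | dosing = one dose of 10 µM per compound | schedule = 60 min reaction, RT | detection = luminescent ADP-Glo measurement of ADP formed | control set = DMSO neutral wells and GW8510 at 20 µM as positive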
PolyA inh – yeast polyadenylation inhibition | 0.02% of 300,000 active | S. cerevisiae SKY197-pL101 polyadenylation reporter, beta-gal luminescence; efflux-impaired pdr1/pdr3 knockout yeast; score 100 = 6 SD above DMSO | calls only at 12 µM;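 active = lowest replicate activity score at least 50, where 100 means six control SD above control mean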;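 also: yeast exposed to compound for 9 h at 30 °C; higher score means more reporter readthrough which indicates perturbed polyadenylation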
KCNK9 block – blocks the human KCNK9 two-pore domain potassium channel; Q9NPC2; 1.2% of 310,000 active; HEK293 KCNK9, FluxOR thallium flux fluorescence; hits give low values; B-score at 10 µM; AID 488922;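 active = ratio B-score over 3 SD below the library mean, with starting fluorescence within 5 SD of its mean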;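 also: negative B-score means less thallium flux so channel inhibition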
GSK3 alpha inh – blocks human GSK-3 alpha kinase. AID 2650. P49840. inhibition, % at 10 µM. 0.1% of 320,000 active. ADP-Glo luminescence, 60 min;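 in the data active = inhibition above about 50%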;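 also: GST-tagged GSK-3 alpha with peptide substrate and 25 µM ATP; 0% = DMSO neutral wells and 100% = GW8510 positive control wells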
RGS4 inh – human RGS4 inhibition; HEK293 M3R/RGS4 inducible, Fluo-4 calcium flux; hits give high values; triggered by carbachol at its EC20; B-score at 10 µM; 0.45% of 310,000 active; AID 463165;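 active = B-score, a plate-corrected calcium signal, over three deviations above library mean, with baseline fluorescence within five deviations of library mean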;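 also: RGS4 expression induced by doxycycline in cells with stable M3 receptor; B-score is computed from the integrated fluorescence ratio over baseline after carbachol; higher B-score means a larger calcium signal and so more RGS4 inhibition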
* marks the source's active call; other numbers are inactive results; i = inactive; · = no result given.

The first five records, to show the layout:
canonical_smiles | KCNK3 block | hERG rescue | PolyA inh | KCNQ1 pot | GSK3B inh | KCNQ1 block | DYRK1A inh | RGS4 act | KCNK9 block | RGS4 inh | GSK3 alpha inh
COc1ccc(C)cc1S(=O)(=O)N(CC(=O)O)c1ccc(C)cc1 | i | -15 | i | i | 4 | i | -1 | i | i | i | -2
CCOc1ccc(Oc2nc(C)cc(OC)n2)nn1 | i | -11 | i | i | 0 | i | 1 | i | i | i | -1
CCOc1ccc(C(=O)COC(=O)CC)cc1 | i | -5 | i | i | 0 | i | 0 | i | i | i | 5
CCc1cc2cc(C)c(C)cc2nc1SCC(=O)Nc1cc(C)on1 | i | -10 | i | i | 0 | i | 1 | i | i | i | 0
COC(=O)C(Cc1ccc(O)cc1)NC(=O)C(C)Oc1ccccc1 (stereo not drawn) | i | -4 | i | i | -8 | i | -3 | i | i | i | -2

The whole of this part (from the top)
canonical_smiles | KCNK3 block | hERG rescue | PolyA inh | KCNQ1 pot | GSK3B inh | KCNQ1 block | DYRK1A inh | RGS4 act | KCNK9 block | RGS4 inh | GSK3 alpha inh
COc1ccc(C)cc1S(=O)(=O)N(CC(=O)O)c1ccc(C)cc1 | i | -15 | i | i | 4 | i | -1 | i | i | i | -2
CCOc1ccc(Oc2nc(C)cc(OC)n2)nn1 | i | -11 | i | i | 0 | i | 1 | i | i | i | -1
CCOc1ccc(C(=O)COC(=O)CC)cc1 | i | -5 | i | i | 0 | i | 0 | i | i | i | 5
CCc1cc2cc(C)c(C)cc2nc1SCC(=O)Nc1cc(C)on1 | i | -10 | i | i | 0 | i | 1 | i | i | i | 0
COC(=O)C(Cc1ccc(O)cc1)NC(=O)C(C)Oc1ccccc1 (stereo not drawn) | i | -4 | i | i | -8 | i | -3 | i | i | i | -2
Nc1nc(Nc2ccccc2)nc(NCCO)c1[N+](=O)[O-] | i | -4 | i | i | -47 | i | · | i | i | i | 37
CC1=NN(C(=O)c2ccc(Cn3ccc([N+](=O)[O-])n3)cc2)C(O)(C(F)(F)F)C1 (stereo not drawn) | i | -4 | i | i | 5 | i | 1 | i | i | i | -4
Cn1nnc2cc(C(=O)NC3CCCCC3)ccc21 | i | 0 | i | i | 0 | i | 1 | i | i | i | 0
COc1ccc(-c2csc(NC(=O)CCCc3cccs3)n2)cc1 | i | -9 | i | i | -2 | i | -12 | i | i | i | -1
COc1ccc(/C=N/NC(=O)CCC(=O)Nc2ccc(Br)cc2)c(OC)c1 | i | -8 | i | i | 2 | i | 0 | i | i | i | -3
O=S(=O)(c1ccc(Cl)cc1)N(CCCN1CCOCC1)Cc1cccs1 | i | -15 | i | i | 2 | i | 3 | i | i | i | 0
COC(=O)c1ccc2nc(NC(=O)C3CC3)sc2c1 | i | -4 | i | i | -26 | i | 25 | i | i | i | 1
Cc1ccc(S(=O)(=O)NCc2c(Cl)cccc2Oc2ccccc2)cc1 | i | -7 | i | i | -2 | i | 1 | i | i | i | -2
CCCCNC(=O)CSc1cc(=O)n(C)c2ccccc12 | i | -3 | i | i | 2 | i | -4 | i | i | i | -3
Cc1ccccc1NC(=O)CCCN1C(=O)C2CC=CCC2C1=O (stereo not drawn) | i | -10 | i | i | 3 | i | -4 | i | i | i | -1
CCN(CC)CCNC(=O)c1ccc2c(c1)NC(=O)c1ccccc1S2 | i | -5 | i | i | -5 | i | 0 | i | i | i | 1
C#CCNC(=O)C1=C[C@H](C(C)(C)C)C[C@H](OCCCCO)O1 | i | -6 | i | i | 1 | i | 0 | i | i | i | -3
CCOC(=O)c1cc2c(nc1NC(=S)Nc1ccccc1)CC(C)(C)OC2 | i | -7 | i | i | 1 | i | -4 | i | i | i | -3
CC(C)(CNC(=O)c1ccc(NS(=O)(=O)c2ccc(F)c(F)c2)cc1)N1CCOCC1 | i | -5 | i | i | 3 | i | -3 | i | i | i | -1
O=C(C1CCCN(S(=O)(=O)c2cnc[nH]2)C1)N1CC(=O)N(CCc2ccccc2)C(=O)C1 (stereo not drawn) | i | -5 | i | i | 2 | i | 3 | i | i | i | -2
c1ccc2c(c1)CCOC2CNCCCN1CCCCC1 (stereo not drawn) | i | -2 | i | i | 1 | i | -7 | i | i | i | ·
Cc1n[nH]c(C)c1S(=O)(=O)N1CCN(C(=O)c2ccco2)CC1 | i | -7 | i | i | 1 | i | -4 | i | i | i | -2
Cc1ccc(-c2c(C(=O)N/N=C/c3ccco3)nnn2-c2nonc2N)cc1 | i | -7 | i | i | -9 | i | · | i | i | i | 13
CCOC(=O)C1CCN(C2=NC(=O)/C(=C/c3ccc(Cl)cc3)S2)CC1 | i | -8 | i | i | 2 | i | -1 | i | i | i | -4
Cc1ccc(C(=O)N/N=C/c2ccc(N3CCOCC3)cc2)c(C)c1 | i | -7 | i | i | -1 | i | -3 | i | i | i | -1
Cc1ccc(NC(=S)Nc2cccc3cnccc23)cc1C | i | -5 | i | i | 2 | i | 36 | i | i | i | 8
COc1ccc(C2C(C#N)=C(N)Oc3cccc(O)c32)cc1 (stereo not drawn) | i | -8 | i | i | -2 | i | -1 | i | i | i | 5
COc1ccc2c(c1)CCc1c(C(=O)N3CCCCCC3)noc1-2 | i | -6 | i | i | 1 | i | 4 | i | i | i | -3
CCc1nnc(NC(=O)c2ccc(S(=O)(=O)N3CCc4ccccc4C3)cc2)s1 | i | -10 | i | i | 2 | i | 4 | i | i | i | -2
CC(=O)N1CCC(Nc2ccc(C)cc2)CC1 | i | -4 | i | i | 3 | i | -1 | i | i | i | -5
Cc1sc2nc(CN3CCOCC3)[nH]c(=O)c2c1-c1ccccc1 | i | -5 | i | i | 0 | i | -2 | i | i | i | -2
CCOC(=O)Cn1cc(/C=N/NC(=O)CC#N)c2ccccc21 | i | -13 | i | i | 1 | i | -3 | i | i | i | 0
Cc1ccc(-n2ncc3c2CCCC3NC(=O)c2ccccc2N2CCOCC2)cc1C (stereo not drawn) | i | -14 | i | i | 1 | i | 5 | i | i | i | 0
CCOc1cccc(-c2cc(C(=O)N/N=C/c3ccc(OC)c(CN4CCOCC4)c3)c3ccccc3n2)c1 | i | -11 | i | i | 1 | i | 0 | i | i | i | -2
O=C(Nc1ccccc1)Nc1ccc(O)c2ccccc12 | i | -23 | i | i | 1 | 6* | · | i | i | i | 0
CCOc1ccc(NC(=O)c2nn(C)cc2Br)cc1 | i | -4 | i | i | 0 | i | 10 | i | i | i | 1
Cc1cc(NC(=O)c2cc3n(n2)C(C(F)(F)F)CC(c2ccco2)N3)no1 (stereo not drawn) | i | -12 | i | i | 0 | i | 1 | i | i | i | -1
Cc1cc(-c2ccco2)n(CC(=O)NCc2ccccc2)n1 | i | -11 | i | i | 2 | i | 0 | i | i | i | -1
COc1ccc(N2CCN(C(=O)COC(=O)CCOc3ccccc3C)CC2)cc1 | i | -10 | i | i | -1 | i | 0 | i | i | i | -1
Nc1cc(=O)[nH]c(SCCOc2ccccc2)n1 | i | 0 | i | i | 0 | i | 1 | i | i | i | 5
O=C(Nc1cccc([N+](=O)[O-])c1)c1ccc2c(c1)OCCO2 | i | -6 | i | i | 2 | i | 1 | i | i | i | -1
CCC1(C)Cc2c(c(=O)n(-c3ccccc3)c3ncnc(N)c23)CO1 (stereo not drawn) | i | -6 | i | i | 1 | i | 0 | i | i | i | -1
CCOc1cccc(/C=N/N=C/c2cccc(OCC)c2O)c1O | i | -9 | i | i | -3 | i | 9 | i | i | i | ·
COc1ccc(Nc2nc(N3CCCC3)nc(N3CCOCC3)n2)cc1 | i | -5 | i | i | 4 | i | -14 | i | i | i | 2
O=C(CCc1nc(-c2cccs2)no1)Nc1cnc2ccccc2c1 | i | -8 | i | i | 2 | i | -2 | i | i | i | -3
CCC(C)C(NC(=O)C1CCC(C)CC1)C(=O)Nc1ccc(OC)cc1 (stereo not drawn) | i | -6 | i | i | 3 | i | -5 | i | i | i | 2
Cc1nc(-c2ccc(S(=O)(=O)N3CCN(CCc4ccccc4)CC3)s2)cs1 | i | -5 | i | i | -1 | i | · | i | i | i | -3
O=C1[C@H]2[C@@H](c3ccc(F)cc3)N3C(=O)N(c4ccc(Br)cc4)C(=O)[C@@]3(Cc3ccccc3)[C@H]2C(=O)N1C1CCCCC1 | i | -6 | i | i | -7 | i | -4 | i | i | i | -1
CCOc1ccc(NS(=O)(=O)c2cc(C(=O)N3CCC3)ccc2Cl)cc1 | i | -7 | i | i | · | i | -2 | i | i | i | -2
CC(C)(C)NC(=O)C(c1cccs1)N(Cc1cccs1)C(=O)c1csnn1 (stereo not drawn) | i | -20 | i | i | 1 | i | -3 | i | i | i | 1
CC(CN1C(C)CCCC1C)OC(=O)c1ccccc1Br (stereo not drawn) | i | -3 | i | i | 3 | i | -4 | i | i | i | -2
Cn1c(=O)[nH]c(=O)c2c1nc(NCCc1ccccc1)n2CC(O)COc1ccccc1 (stereo not drawn) | i | -3 | i | i | -9 | i | 0 | i | i | i | 0
COc1ccc([N+](=O)[O-])cc1NC(=O)C(C)N(C)Cc1ccc(Br)cc1 (stereo not drawn) | i | -12 | i | i | -5 | i | -9 | i | -8.6* | i | ·
CCOC(=O)c1c(C2CC2)csc1NC(=O)CSCc1c(C)noc1C | i | -8 | i | i | -2 | i | -1 | i | i | i | 9
COc1ccc(CC(=O)NC2CC(C)(C)NC(C)(C)C2)cc1OC | i | -4 | i | i | -2 | i | -6 | i | i | i | 7
COc1ccc2c(c1)[nH]c1c(=O)n(CC3CCCO3)cnc12 (stereo not drawn) | i | -8 | i | i | 0 | i | -5 | i | i | i | 3
Cc1cc(Br)c(S(=O)(=O)NCc2ccncc2)cc1C | i | -14 | i | i | -1 | i | 1 | i | i | i | -1
CCC(Sc1nc(C)cc(C)n1)C(=O)Nc1nccs1 (stereo not drawn) | i | -7 | i | i | -1 | i | -4 | i | i | i | -5
Fc1ccccc1/C=N/Nc1ccc(Cl)nn1 | i | -4 | i | i | 2 | i | 2 | i | i | i | -1
Cc1ccc(NC(=O)Cn2c(=O)oc3ccccc32)c(C)c1 | i | -7 | i | i | -1 | i | -1 | i | i | i | 0
Cc1cc(NS(=O)(=O)c2ccc(NC(=O)C(C)Oc3ccc(Cl)cc3)cc2)no1 (stereo not drawn) | i | -6 | i | i | 3 | i | 3 | i | i | i | -5

An excerpt. The share of hits here may be higher or lower than overall.
